CHRM4 PAM – potentiates acetylcholine response at human M4 receptor; AID 624126; hit rate 0.4% among 360,000; CHO-K1 hM4/Gqi5, Fluo-8 calcium fluorescence, ACh EC20; 0% = ACh EC20, 100% = maximal ACh; activation, % at 3 µM;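 active = activation above its plate's cutoff, the mean activation of sample wells plus 3 SD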; note: some results filed as inactive read as strong as hits
CRFR2-BP ag – CRF-BP/CRF-R2 complex agonism. HEK293 CRF-R2/CRF-BP, calcium dye fluorescence (FLIPR); percent of saturating CRF peptide response. activation, % at 13.2 µM. hit rate 0.46% among 350,000. AID 588473;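 active = activation of at least 50%, plus an integration ratio under a set limit after plate pattern correction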;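 note: plate controls were neutral control wells without compound for no effect and CRF at EC100 for full effect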
M5 antag – blocks acetylcholine activation of human M5 receptor; inhibition, % at 3 µM; hit rate 0.59% among 360,000; CHO-hM5 cells, Fluo-8 calcium fluorescence, ACh EC80;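 active = inhibition above a per-plate cutoff, the mean of that plate's test compounds plus 3 SD, cut at about 27% in these data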;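 note: 0% = acetylcholine EC80 with DMSO and 100% = DMSO without agonist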
Target sequence (P08912 whole entry, looked up): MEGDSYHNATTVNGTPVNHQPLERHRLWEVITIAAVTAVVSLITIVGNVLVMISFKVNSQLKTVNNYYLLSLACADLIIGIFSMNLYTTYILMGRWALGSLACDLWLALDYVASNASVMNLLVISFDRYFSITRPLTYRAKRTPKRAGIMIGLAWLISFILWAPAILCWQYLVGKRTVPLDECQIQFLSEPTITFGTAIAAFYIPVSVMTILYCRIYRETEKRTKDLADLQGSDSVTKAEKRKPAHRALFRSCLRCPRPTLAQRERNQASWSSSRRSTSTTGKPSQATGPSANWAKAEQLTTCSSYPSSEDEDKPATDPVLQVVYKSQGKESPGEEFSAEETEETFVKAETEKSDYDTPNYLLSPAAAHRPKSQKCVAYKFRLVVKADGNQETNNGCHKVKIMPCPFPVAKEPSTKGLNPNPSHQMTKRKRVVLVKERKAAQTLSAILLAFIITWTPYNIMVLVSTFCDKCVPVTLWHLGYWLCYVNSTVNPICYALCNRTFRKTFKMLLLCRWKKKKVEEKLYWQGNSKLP
M1 PAM parental – nonselective activator or artifact in parental CHO-K1 calcium assay; ATP EC20, Fluo-8 calcium fluorescence; 0% at ATP EC20, 100% at ATP max; hit rate 0.02% among 360,000; activation, % at 3 µM;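 active = activation above the run cutoff, the mean activation of all test compounds plus 3 SD, cut at about 40% in these data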;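 note: peak over basal fluorescence ratio in a 140 s read after ATP addition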
TAAR1 antag – antagonists of human TAAR1; Q96RJ0; CHO RD-HGA16 TAAR1, Fluo-8 calcium fluorescence, antagonist; inhibition, % at 3 µM; hit rate 1.5% among 360,000; AID 624466;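 active = inhibition above a per-plate cutoff, the mean inhibition of test compounds on that plate plus 3 SD, cut at about 49% in these data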;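 note: 0% = DMSO plus EC80 beta-PEA response and 100% = DMSO alone without agonist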
Target sequence (Q96RJ0 whole entry, looked up): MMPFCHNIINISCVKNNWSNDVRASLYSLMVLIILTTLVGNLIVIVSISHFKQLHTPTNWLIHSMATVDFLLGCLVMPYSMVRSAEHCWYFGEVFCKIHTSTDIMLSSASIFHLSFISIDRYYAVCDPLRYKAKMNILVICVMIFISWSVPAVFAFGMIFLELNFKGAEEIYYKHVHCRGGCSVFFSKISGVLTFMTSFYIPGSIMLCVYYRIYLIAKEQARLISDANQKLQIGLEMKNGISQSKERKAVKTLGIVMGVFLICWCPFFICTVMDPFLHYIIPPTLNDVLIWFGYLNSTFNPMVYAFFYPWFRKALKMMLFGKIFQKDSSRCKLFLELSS
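Test system: RD-HGA16 CHO cells with stable hTAAR1 and Gα16 / Probe or stimulus: EC80 β-phenethylamine stimulus / Times: seeding 17-24 h prior, 75-min 37 °C, 30-min RT dye loading / Detection: Fluo-8 calcium-sensitive fluorescence / Read-out basis: % inhibition scaled between DMSO and EC80 PEA controls / Repeats: singlicate, one well per test compound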
TAAR1 agonist – agonists of human TAAR1. hit rate 0.99% among 360,000. CHO RD-HGA16 TAAR1, Fluo-8 calcium fluorescence; vehicle wells 0%, saturating PEA agonist 100%. AID 624467. Q96RJ0. activation, % at 3 µM;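 active = activation above the mean activation of all test compounds in the run plus 3 SD, cut at about 38% in these data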
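Assay system – CHO-derived RD-HGA16 cells with stable Gα16 and human TAAR1 · Compound dosing – one-point dosing at 3 µM (nominal) · Incubation – 17-24 h seeding, 75 min 37 °C dye, 30 min RT · Measured by – kinetic Fluo-8 calcium fluorescence · Control set – DMSO vehicle as 0%, PEA at EC100 as 100% · Repeats – single well for each compound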
M5 PAM – positive allosteric modulators of human muscarinic M5 receptor | activation, % at 3 µM | CHO-K1 hM5, Fluo-8 calcium, ACh EC20 PAM; 0% = ACh EC20, 100% = ACh EC100 | P08912 | hit rate 0.3% among 360,000;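 active = activation above the run cutoff, the mean activation of all test compounds plus 3 SD, cut at about 18% in these data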
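Replicates: One well per compound, no replicates | System: Human M5 receptor in CHO-K1 cells | Benchmarks: Low control EC20 acetylcholine (0%), high control EC100 acetylcholine (100%) | Probe or stimulus: Acetylcholine, EC20 level | Times: Fluo-8 loading 80 min at 37 °C plus 30 min room temperature | Signal: Intracellular calcium via Fluo-8 fluorescence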
CRFBP-R2 block – blocks CRF-induced signaling of the CRF-BP/CRF-R2 complex; hit rate 0.59% among 350,000; inhibition, % at 11.8 µM; AID 588475; HEK293 CRF-R2/CRF-BP, CRF-induced calcium fluorescence;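 active = inhibition of the ligand-induced calcium signal above about 50% at the single tested concentration, limit read from the data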
CHRM5 agonist – agonists of human muscarinic M5 receptor (CHRM5); P08912; CHO-K1 hM5 cells, Fluo-8 calcium fluorescence; 0% DMSO wells, 100% maximal acetylcholine response; activation, % at 3 µM; hit rate 0.19% among 360,000; AID 624037;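 active = activation above the run's mean over test compounds plus 3 SD, cut at about 23% in these data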;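 note: signal is peak over basal fluorescence ratio across the kinetic read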
Numbers without * were called inactive; / = no result given.

SMILES	CHRM4 PAM	CRFR2-BP ag	M5 antag	M1 PAM parental	TAAR1 antag	TAAR1 agonist	M5 PAM	CRFBP-R2 block	CHRM5 agonist
CCn1nc(C)cc1C(=O)N1CCCC(N2CCN(c3cccc(Cl)c3)CC2)C1 (stereo not given)	2	/	2	6	-3	0	1	/	-4
CC1CC(C)CN(C(=O)COC(=O)CCC(=O)c2cccs2)C1 (stereo not given)	1	0.8	5	10	-3	2	4	2	4
O=C(/C=C/c1cccc([N+](=O)[O-])c1)NCCSCc1ccccc1Cl	5	1.0	9	6	-1	1	-2	15	-2
COc1ccc(-c2cc3nc4c(c(=O)n3[nH]2)CCC4)cc1	4	-1.0	-1	16	-5	4	0	7	1
Cc1ccc(N2CCN(C(=O)CCc3nc4ccccc4[nH]3)CC2)c(C)c1	6	7.9	-9	11	-36	3	-8	-10	0
COc1ccc(CCNC(=O)C23CN(Cc4ccccc4)CC2C(c2cccc([N+](=O)[O-])c2)=NO3)cc1 (stereo not given)	-5	-2.3	4	7	4	1	4	5	-6
S=c1[nH]nc(CSCc2ccccc2Cl)n1C1CCCCC1	9	0.8	7	19	3	-2	-2	-14	3
CC1(C)NC(=O)N(CC(O)CN2CCCCC2)C1=O (stereo not given)	-2	2.5	1	23	-7	1	4	-2	-2
CC(N=C1NS(=O)(=O)c2ccccc21)C(=O)N1CCc2ccccc2C1 (stereo not given)	3	1.3	-2	-9	-17	1	12	106*	-1
CCC(C)(C)NC(=O)Cc1ccc(OC)c(OC)c1	11	1.5	4	1	-1	10	-6	-6	0
COC(=O)[C@]1(C)N[C@H](CN(C)S(=O)(=O)c2ccccc2)[C@@H]2C(=O)N(C)C(=O)[C@@H]21	/	0.9	/	/	-5	3	/	0	/
COc1ccc(CNC(=O)C2Cc3ccccc3CN2C(=O)c2ccco2)cc1 (stereo not given)	5	-0.3	9	14	10	4	-3	-24	0
O=C(Nc1ccc(Br)cc1F)c1nc[nH]c1C(=O)N1CCc2ccccc2C1	6	0.6	0	11	-8	1	-1	-14	1
O=C(CNC(=O)C1COc2ccccc2O1)N/N=C\c1ccc(Br)cc1 (stereo not given)	2	-1.7	9	19	24	10	-4	-5	-6
COC(=O)C1=C(O)/C(=C\c2ccc(O)c(OC)c2)N=C1C	4	2.4	10	6	8	6	1	9	1
O=C(c1ccc(Cl)c([N+](=O)[O-])c1)N(Cc1ccco1)C1CCS(=O)(=O)C1 (stereo not given)	-3	-0.7	5	0	-22	3	4	-1	-5
COc1cc(/C=N/NC(=O)c2nnn(-c3nonc3N)c2C(C)C)ccc1OCc1ccccc1	-5	-0.6	10	-21	-14	2	-9	7	3
COc1ccc(-n2nc(C(=O)NCC(=O)N3CCN(c4ccccn4)CC3)c3ccccc3c2=O)cc1Cl	-4	0.6	7	5	17	4	-1	5	-2
C[C@H](CO)NC(=O)c1nc[nH]c1C(=O)N[C@@H](C)c1ccccc1	2	-1.1	7	1	-16	1	-1	38	2
CCN(CC)C(=O)/C(=C\c1cccc([N+](=O)[O-])c1)NC(=O)c1ccco1	1	-0.7	-4	14	-16	0	2	-10	1
COc1cc(NC(=O)C2CC(=O)NC3=C2C(=O)CCC3)cc(OC)c1 (stereo not given)	-3	-0.1	2	8	-6	5	-2	-9	-3
C=C1CCN([C@@H](CC(C)C)C(=O)NCCC(C)C)S(=O)(=O)c2ccccc21	11	-0.1	4	18	-12	-1	12	-1	-2
CCCCCCOc1ccc(C(=O)O)cc1	9	2.5	2	23	-13	2	5	-11	1
COc1cc2nc(C3CCC3)n(N)c(=O)c2cc1OC	3	0.4	1	8	-3	5	-3	1	3
CC(C)N(C(=NCc1ccccc1)NC(=O)c1ccccc1)C(C)C	8	-1.2	4	-12	4	23	2	-8	1
Cc1cccc(-n2c(SCC(=O)NCc3ccc4c(c3)OCO4)nc3ccccc3c2=O)c1	0	-2.6	-2	11	14	1	2	24	-2
C/C=C(\C)C(=O)N1CC2(CC(c3cccc(NC(=O)COc4ccc(Cl)cc4)c3)=NO2)C[C@@H]1C(N)=O (stereo not given in full)	19	-2.3	-3	17	15	6	10	10	-1
CN(CC(=O)NCC1CCCCC1)S(=O)(=O)c1ccc(Cl)cc1	-2	1.0	10	7	-9	0	-3	-12	-3
Nc1nc2ccccc2n1S(=O)(=O)c1ccc(Cl)cc1	-14	/	40*	-4	3	4	-18	/	-4
CCn1nc(C)c(CNC(=O)C2CCC(=O)N(CCc3ccc(OC)cc3)C2)c1C (stereo not given)	4	0.0	-3	-2	-18	2	-4	1	-3
O=[N+]([O-])c1ccc(F)c(CN2CCN(c3ncc(Cc4ccccc4)cn3)CC2)c1	-5	/	-8	/	-27	3	-15	/	-4
Cc1ccc(C(=O)Nn2cnnc2)cc1	-4	-2.3	5	-17	-11	3	-4	8	-3
CC1=C(C(=O)OCC(C)C)C(c2cccs2)NC(=S)N1 (stereo not given)	-5	-1.8	-1	1	-9	-3	-2	6	-4
CN1CCN(c2ccc(NC(=O)c3ccc([N+](=O)[O-])o3)cc2Cl)CC1	2	-1.2	4	10	4	45*	5	-6	-4
CCOc1ccccc1N1C(=O)CC(Sc2n[nH]c(-c3ccccc3)n2)C1=O (stereo not given)	-3	1.0	-3	0	-7	6	-3	-1	0
CCS(=O)(=O)N1Cc2ccccc2CC1C(=O)Nc1ccc(C)cc1 (stereo not given)	1	-0.1	-4	8	2	2	0	2	-4
C/C(=N\NC(=O)c1ccccc1O)c1ccc(NC(=O)c2ccccc2)cc1	0	-1.1	7	15	-12	0	-4	18	-2
Cc1ccc(C(=O)O/N=C(\N)c2ccccn2)c(C)c1	-1	-7.3	7	17	-5	-2	0	7	-4
CC(C)C(NS(=O)(=O)c1cccs1)C(=O)NCCN1CCN(c2ccccc2)CC1 (stereo not given)	-1	-5.4	-5	-6	/	/	0	19	-3
CCCCCN(C(=O)CCC(=O)OCc1ccccc1Cl)c1c(N)n(CCCC)c(=O)[nH]c1=O	10	2.1	1	0	-21	6	-7	8	-3

Compounds shown so far containing bromine:
SMILES	CHRM4 PAM	CRFR2-BP ag	M5 antag	M1 PAM parental	TAAR1 antag	TAAR1 agonist	M5 PAM	CRFBP-R2 block	CHRM5 agonist
O=C(Nc1ccc(Br)cc1F)c1nc[nH]c1C(=O)N1CCc2ccccc2C1	6	0.6	0	11	-8	1	-1	-14	1
O=C(CNC(=O)C1COc2ccccc2O1)N/N=C\c1ccc(Br)cc1 (stereo not given)	2	-1.7	9	19	24	10	-4	-5	-6

7 structures out of the list, ordered by formula weight, lowest first:
SMILES	CHRM4 PAM	CRFR2-BP ag	M5 antag	M1 PAM parental	TAAR1 antag	TAAR1 agonist	M5 PAM	CRFBP-R2 block	CHRM5 agonist
Cc1ccc(C(=O)O/N=C(\N)c2ccccn2)c(C)c1	-1	-7.3	7	17	-5	-2	0	7	-4
CN1CCN(c2ccc(NC(=O)c3ccc([N+](=O)[O-])o3)cc2Cl)CC1	2	-1.2	4	10	4	45*	5	-6	-4
C/C(=N\NC(=O)c1ccccc1O)c1ccc(NC(=O)c2ccccc2)cc1	0	-1.1	7	15	-12	0	-4	18	-2
C=C1CCN([C@@H](CC(C)C)C(=O)NCCC(C)C)S(=O)(=O)c2ccccc21	11	-0.1	4	18	-12	-1	12	-1	-2
O=[N+]([O-])c1ccc(F)c(CN2CCN(c3ncc(Cc4ccccc4)cn3)CC2)c1	-5	/	-8	/	-27	3	-15	/	-4
Cc1cccc(-n2c(SCC(=O)NCc3ccc4c(c3)OCO4)nc3ccccc3c2=O)c1	0	-2.6	-2	11	14	1	2	24	-2
C/C=C(\C)C(=O)N1CC2(CC(c3cccc(NC(=O)COc4ccc(Cl)cc4)c3)=NO2)C[C@@H]1C(N)=O (stereo not given in full)	19	-2.3	-3	17	15	6	10	10	-1

Next records.
SMILES	CHRM4 PAM	CRFR2-BP ag	M5 antag	M1 PAM parental	TAAR1 antag	TAAR1 agonist	M5 PAM	CRFBP-R2 block	CHRM5 agonist
O=C(c1cc(=O)[nH]c2ccccc12)N1CCN(c2ccc([N+](=O)[O-])cc2)CC1	-19	-0.1	5	11	8	5	-2	-7	-2
COc1cc(C(=O)NC2CCN(C)CC2)ccc1Nc1ncc2c(n1)N(C1CCCC1)CCC(=O)N2C(C)C	7	-3.4	4	-22	/	/	7	-27	1
Cc1cccc(NC(=O)CN2CCN(C(=O)CN3C(=O)NC4(CCCCC4C)C3=O)CC2)c1C (stereo not given)	9	-0.7	4	-9	-15	2	-4	3	3
COC(=O)c1ccccc1NC(=O)CSc1n[nH]c(-c2ccncc2)n1	4	-4.2	-12	13	-11	1	6	-4	-5
COC(=O)C1CCN(C(=O)c2cc(OC)c(OC)c(OC)c2)CC1	3	0.3	-8	2	-9	8	1	4	2
COc1ccc(NC(=O)CSc2nc3ccccc3c(=O)n2CCCC(=O)NCC2CCCO2)c(OC)c1 (stereo not given)	5	-1.3	-1	-6	-8	-1	-1	17	-2
O=C1c2cccc3cccc(c23)C(=O)N1c1ccccc1Cl	4	1.3	-5	13	-8	-1	-2	0	9
COc1cccc(C=Nc2ccc3c(c2)CCC3)c1O	-1	0.9	6	17	-9	10	4	-10	-2
COCCn1cnc2c1c(=O)n(Cc1ccc(Br)cc1)c(=O)n2Cc1ccccc1	-2	0.6	7	9	-18	-1	0	1	-3
CCOc1cc(C2/C(=C(/O)c3ccc(S(=O)(=O)N4CCCCC4)cc3)C(=O)C(=O)N2CCOC)ccc1O (stereo not given)	-4	-0.2	16	17	4	1	-3	-3	-4
COc1ccc(NC(=O)CC(NCc2ccccn2)C(=O)O)cc1 (stereo not given)	-3	1.0	-1	20	3	0	-2	-6	-1
Cc1ccc(NC(=O)COC(=O)c2ccc[n+]([O-])c2)c(Br)c1	6	-1.5	-2	-14	2	4	-1	-3	1
NC(=O)CC1SC(N)=NC1=O (stereo not given)	-1	1.1	7	20	7	15	9	-8	-3
COc1ccc(-c2csc(C(C)(O)c3ccccc3)n2)cc1OC (stereo not given)	6	/	-5	23	12	-3	2	/	-1

A different layout for part of the listing above:
> O=C(/C=C/c1cccc([N+](=O)[O-])c1)NCCSCc1ccccc1Cl
  CHRM4 PAM: 5
  CRFR2-BP ag: 1.0
  M5 antag: 9
  M1 PAM parental: 6
  TAAR1 antag: -1
  TAAR1 agonist: 1
  M5 PAM: -2
  CRFBP-R2 block: 15
  CHRM5 agonist: -2
> COc1ccc(-c2cc3nc4c(c(=O)n3[nH]2)CCC4)cc1
  CHRM4 PAM: 4
  CRFR2-BP ag: -1.0
  M5 antag: -1
  M1 PAM parental: 16
  TAAR1 antag: -5
  TAAR1 agonist: 4
  M5 PAM: 0
  CRFBP-R2 block: 7
  CHRM5 agonist: 1
